Compound activity (PubChem BioAssay)
HEK293 NOD2/NF-kB: NOD2 signaling inhibitors, cell-based, luminescence, uHTS, HEK293 (AID 1566). one-dose inhibition, % at 4 µM; EC50 in µM for titrated hits. 0.63% of 290,000 active. HEK293 NOD2/NF-kB luciferase reporter, luminescence; higher % means a stronger effect; further: many of its hits are not listed in these tables
AID2073: inhibitors of Mint1-CaV2.2 protein interaction, biochemical, HTRF (AID 2073); HTRF protein-protein interaction, Mint1-CaV2.2; higher % means a stronger effect; inhibition, % at 20 µM, or IC50 in µM where a hit was titrated; 0.19% of 290,000 active; in the data active means inhibition mostly above about 51%, no sharp cut-off; further: some results filed as inactive read as strong as hits
LYP phosphatase: inhibitors of LYP phosphatase, biochemical, fluorescence intensity, uHTS (AID 1779) | recombinant LYP phosphatase, fluorescence intensity; higher % means a stronger effect | 0.054% of 290,000 active | one-dose inhibition, % at 11.5 µM; IC50 in µM for titrated hits;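 further: plate controls were vehicle with enzyme for no effect and no enzyme for full effect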
SIAH1 antagonists: Siah-1 peptide-binding antagonists, primary screen, biochemical, fluorescence polarization, rhodamine-plectin, uHTS (AID 1817). one-dose displacement, % at 20 µM; IC50 in µM for titrated hits. 0.02% of 290,000 active. Siah-1 / rhodamine-plectin peptide fluorescence polarization; higher % means a stronger effect;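 active means displacement of at least 50% at 20 µM, with a fluorescence ratio check between 0.3 and a set limit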;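 further: plate controls were Siah plus tracer with DMSO for no effect and tracer alone without Siah for full effect; strong numbers were not always called active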
XIAP antagonists: small molecules displacing peptide from XIAP – biochemical, IAP family, fluorescence polarization (AID 1018); XIAP BIR domain, fluorescence polarization peptide displacement; higher % means a stronger effect; one-dose displacement, % at 20 µM; IC50 in µM for titrated hits; 0.007% of 200,000 active; in the data active means displacement above about 50%; further: a part of the inactive calls stands beside numbers as strong as those of hits
P. falciparum M17LAP: P. falciparum M17LAP inhibitors, primary screen, biochemical, fluorogenic H-Leu-NHMec substrate, 1536-well (AID 1619) | 0.38% of 220,000 active | one-dose inhibition, % at 30 µM; IC50 in µM for titrated hits | recombinant M17LAP, H-Leu-NHMec fluorogenic kinetic assay; higher % means a stronger effect;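 active means compound inhibiting the enzyme by more than half at any dose during confirmatory dose-response retesting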;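 further: plate controls were full reaction with DMSO carrier for no effect and no enzyme background for full effect; strong numbers were not always called active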
P. falciparum M1AAP: P. falciparum M1AAP inhibitors, biochemical, fluorogenic H-Leu-NHMec substrate, 1536-well (AID 1445); recombinant M1AAP, H-Leu-NHMec fluorogenic kinetic assay; higher % means a stronger effect; inhibition, % at 30 µM; hits with a dose series show IC50 in µM; 0.42% of 220,000 active;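 active means primary inhibition above the hit cutoff, then over 50% inhibition at one or more dose response concentrations, cut at about 23% in these data, passing the limit was not always enough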;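 further: plate controls were DMSO full reaction for no effect and no enzyme background for full effect; strong numbers were not always called active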
Hep lipid drop: modulators of hepatic lipid droplet formation. AID 1656. 0.4% of 240,000 active. inhibition, % at 6.5 µM. AML12 mouse hepatocytes, oleate lipid droplets, BODIPY imaging;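 active means lipid droplet intensity inhibited by at least 50%, with more than 500 cells counted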
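Assay system: AML12 hepatocytes (mouse) / Also added: 100 µM oleic acid challenge / Times: overnight treatment with compound plus oleate / Detection: high-content imaging of BODIPY-stained droplets and DAPI nuclei / Evaluation: % inhibition of lipid droplet signal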
CSM14.1 death rescue: rescue of cells from ER stress-induced death, primary screen, 384-well, CSM14.1, thapsigargin, ATP luminescence (AID 1222) | CSM14.1 thapsigargin-induced death rescue, ATP luminescence; higher % means a stronger effect | cellular ATP content (survival), % at 20 µM, or EC50 in µM where a hit was titrated | 190,000 tested, under 10 active;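 active means EC50 below 50 µM in the dose-response confirmation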;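 further: death triggered by thapsigargin at about 15 µM added after 2 h compound pretreatment; cell ATP read after overnight thapsigargin exposure of roughly 18 to 22 hours; normalized against plate controls of thapsigargin alone and 5% DMSO vehicle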
Hep lipid drop cells 6.5 µM: second read-out of Hep lipid drop, no call of its own (marks repeat the call); cell count; measured here: cell count, cytotoxicity flag;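 cells counted across two imaged fields per well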
The depositor's hits bear a star; · = not tested or not shown. Unless noted, no stated cut-off is given here; in the data, active means inhibition above about 50%; inactive means the rest. Only part of the results is shown, so the mix of outcomes need not match the whole.

| Molecule | HEK293 NOD2/NF-kB | P. falciparum M17LAP | XIAP antagonists | CSM14.1 death rescue | P. falciparum M1AAP | SIAH1 antagonists | Hep lipid drop cells 6.5 µM | AID2073 | LYP phosphatase | Hep lipid drop |
| --- | --- | --- | --- | --- | --- | --- | --- | --- | --- | --- |
| O=C(c1ccccc1)c1ccc(OCC(O)CN2CCCCC2)cc1 (stereo not drawn) | 7.7% | 3.5% | -3.0% | -2.9% | -1.5% | 0.0% | 688 | 11.3% | 2.7% | -2.0 |
| CCC(c1nnnn1CCc1ccccc1)N1CCN(c2ccc(OC)cc2)CC1 (stereo not drawn) | -12.7% | -1.2% | -1.9% | 0.9% | -3.5% | 3.3% | · | -14.9% | -3.3% | · |
| Oc1ccccc1N1CCN(CC(O)COCc2ccccc2Cl)CC1 (stereo not drawn) | 22.2% | 13.3% | -2.0% | 0.1% | 4.6% | 12.5% | 689 | -0.4% | -5.9% | -12.9 |
| CCCCc1c(C)nc2ccc(C(=O)OCC)cc2c1Cl | 11.3% | -12.0% | -3.4% | -1.8% | 5.3% | -1.7% | 631 | 5.4% | 5.0% | -5.7 |
| Cc1ccc([N+](=O)[O-])cc1S(=O)(=O)n1ccnc1C | 5.9% | 11.5% | -3.6% | 1.2% | 10.0% | -1.9% | 631 | 3.1% | -7.7% | -20.5 |
| CC(C)Oc1ccc(CCC(=O)NNC(=S)NCc2ccccc2)cc1 | 18.9% | -5.6% | · | · | -8.9% | -4.2% | 718 | -56.8% | 3.5% | 2.2 |
| C[C@@H]1C[C@H](O)c2cc(Cl)ccc2N1 | 10.3% | 5.0% | 4.1% | -2.3% | 5.0% | 1.0% | 701 | -3.9% | -5.0% | 6.6 |
| CCOC(=O)c1c(NC(=O)c2nn(CC)cc2Br)sc(C)c1C | 4.5% | 3.2% | -6.1% | · | 4.0% | -1.7% | 671 | -1.6% | 2.1% | 5.6 |
| C#CCOCCOCCOCCNc1nc(N2CCN(C(=O)C(Cc3cc4ccccc4[nH]3)n3cc(C(N)Cc4ccc(O)cc4)nn3)CC2)nc(N2CCN(C(=O)C(Cc3cc4ccccc4[nH]3)n3cc(C(N)Cc4ccc(O)cc4)nn3)CC2)n1 (stereo not drawn) | 15.6% | -10.2% | -50.5% | 4.3% | -0.3% | -5.5% | 689 | 28.2% | -36.9% | -1.7 |
| Nn1c(-c2ccccc2)nc2cc(Cl)ccc2c1=O | 5.0% | · | · | · | · | 0.0% | · | 8.0% | -6.1% | · |
| CCOC(=O)[C@H](O)[C@@H](O)c1cccc([C@H](O)[C@@H](O)C(=O)OCC)c1 | -22.5% | · | · | · | · | 7.0% | 706 | -3.5% | -11.2% | -3.9 |
| COc1ccc(CCN(C)C(=S)Nc2cccc(C)c2)cc1OC | 2.2% | · | · | · | · | 3.9% | 686 | -3.0% | -7.8% | -42.6 |
| CC(C)c1ccc(OC(=O)c2cccc(S(=O)(=O)N3CCN(C)CC3)c2)cc1 | 8.7% | · | · | · | · | -1.9% | 872 | -13.9% | -7.6% | 10.7 |
| CCCN(C(=O)c1ccc2c(SCC(=O)O)c3c(nc2c1)CCC3)c1cccc(C)c1 | -1.1% | · | · | · | · | -3.5% | 710 | 11.3% | -8.8% | -1.6 |
| Cc1cc(Oc2ccccc2)nc(SCC(=O)Nc2ccc(Cl)cc2Cl)n1 | 4.8% | 12.6% | -6.2% | -0.9% | 0.5% | -0.3% | 771 | -49.7% | 4.3% | -4.3 |
| Nc1ccccc1C(=O)NC12CC3CC(CC(C3)C1)C2 | 27.1% | · | · | · | · | 0.7% | 761 | 5.6% | -5.1% | -0.1 |
| O=C(CSc1nnc(-c2ccncc2)o1)c1ccc2c(c1)OCCO2 | 10.6% | -2.6% | -8.8% | -1.3% | 6.4% | -0.4% | 699 | -81.6% | 5.0% | 11.9 |
| O=c1ccc2ccc(OCc3nnc(-c4ccccc4Br)o3)cc2o1 | -17.7% | 1.5% | -1.1% | 1.7% | 5.7% | 1.8% | · | 12.4% | 5.3% | · |
| CCC(CC)C(=O)NCc1cccnc1 | 4.7% | -2.6% | -3.0% | -1.4% | 7.0% | 5.8% | 679 | 0.2% | -5.5% | 2.1 |
| O=C(CCc1c[nH]c2ccccc12)NCCc1ccc(Cl)cc1 | -32.7% | · | · | · | · | -0.2% | 848 | -9.6% | 3.1% | -16.5 |
| Cc1nc2ccc(C(=O)N/N=C/c3cc([N+](=O)[O-])ccc3O)cc2[nH]1 | 2.9% | 2.2% | -13.4% | -1.5% | 17.1% | 40.1% | 650 | 16.3% | 7.5% | -11.9 |
| O=C(CCn1cnc2ccccc21)N=Nc1c(O)[nH]c2ccccc12 | 22.8% | 10.3% | · | · | 4.2% | -2.7% | 685 | -3.4% | -9.3% | -16.8 |
| CC(=O)c1ccccc1NS(=O)(=O)c1cccc2nsnc12 | 7.7% | · | · | · | · | 61.6% | 806 | 12.3% | -8.1% | 1.2 |
| Cc1ccc(NC(=O)c2sc3ncn(CC(=O)N4CCN(c5ccccn5)CC4)c(=O)c3c2C)cc1F | 16.7% | · | · | · | · | 21.9% | 718 | 15.5% | -5.6% | -12.1 |
| O=C(NNS(=O)(=O)c1ccccc1[N+](=O)[O-])c1cccc(Br)c1 | 7.1% | · | · | · | · | 1.9% | 826 | -6.9% | -8.6% | -6.5 |

Quoted from the listing (6 entries):
| Molecule | HEK293 NOD2/NF-kB | P. falciparum M17LAP | XIAP antagonists | CSM14.1 death rescue | P. falciparum M1AAP | SIAH1 antagonists | Hep lipid drop cells 6.5 µM | AID2073 | LYP phosphatase | Hep lipid drop |
| --- | --- | --- | --- | --- | --- | --- | --- | --- | --- | --- |
| O=C(c1ccccc1)c1ccc(OCC(O)CN2CCCCC2)cc1 (stereo not drawn) | 7.7% | 3.5% | -3.0% | -2.9% | -1.5% | 0.0% | 688 | 11.3% | 2.7% | -2.0 |
| CCC(c1nnnn1CCc1ccccc1)N1CCN(c2ccc(OC)cc2)CC1 (stereo not drawn) | -12.7% | -1.2% | -1.9% | 0.9% | -3.5% | 3.3% | · | -14.9% | -3.3% | · |
| Oc1ccccc1N1CCN(CC(O)COCc2ccccc2Cl)CC1 (stereo not drawn) | 22.2% | 13.3% | -2.0% | 0.1% | 4.6% | 12.5% | 689 | -0.4% | -5.9% | -12.9 |
| CCCCc1c(C)nc2ccc(C(=O)OCC)cc2c1Cl | 11.3% | -12.0% | -3.4% | -1.8% | 5.3% | -1.7% | 631 | 5.4% | 5.0% | -5.7 |
| Cc1ccc([N+](=O)[O-])cc1S(=O)(=O)n1ccnc1C | 5.9% | 11.5% | -3.6% | 1.2% | 10.0% | -1.9% | 631 | 3.1% | -7.7% | -20.5 |
| CC(C)Oc1ccc(CCC(=O)NNC(=S)NCc2ccccc2)cc1 | 18.9% | -5.6% | · | · | -8.9% | -4.2% | 718 | -56.8% | 3.5% | 2.2 |

(listing goes on)
| Molecule | HEK293 NOD2/NF-kB | P. falciparum M17LAP | XIAP antagonists | CSM14.1 death rescue | P. falciparum M1AAP | SIAH1 antagonists | Hep lipid drop cells 6.5 µM | AID2073 | LYP phosphatase | Hep lipid drop |
| --- | --- | --- | --- | --- | --- | --- | --- | --- | --- | --- |
| CC1CCCN(CCCN2C(=O)C3C(C(=O)Nc4cccc(Cl)c4)C4C=CC3(O4)C2C(=O)NC2CCCCC2)C1 (stereo not drawn) | -6.4% | · | · | · | · | 2.3% | 835 | 8.0% | -10.9% | -0.4 |
| COc1cccc(C(Nc2ccccn2)c2oc(CO)cc(=O)c2O)c1 (stereo not drawn) | 1.6% | 5.8% | -4.3% | -0.6% | 16.7% | -2.7% | 763 | 19.7% | -7.2% | -11.8 |
| Cc1ccc(/C=N/NC(=O)c2ccco2)s1 | -20.5% | 32.1% | -3.3% | -2.8% | 10.1% | 0.0% | · | 16.7% | 3.1% | · |
| CNS(=O)(=O)c1ccc(OC)c(-c2nnc3c4ccccc4c(C)nn23)c1 | 2.5% | -2.8% | -2.9% | -2.3% | 0.7% | -3.5% | · | 11.8% | -5.8% | · |
| COc1ccc(C(=O)NC(=S)NCc2ccco2)cc1 | 2.3% | 5.3% | · | · | 8.8% | -1.1% | 673 | -21.7% | -1.1% | -0.6 |
| Cn1c(SCC(=O)NNC(=S)Nc2ccccc2)nnc1-c1ccccc1 | 14.3% | -6.1% | · | · | -0.7% | 9.6% | 759 | -31.7% | -3.5% | 21.4 |
| COCCN(C(=S)Nc1ccc(C(C)C)cc1)C(C)c1cccs1 (stereo not drawn) | 4.9% | 10.0% | -5.1% | -0.5% | 3.2% | 1.9% | 672 | -13.7% | -2.8% | -23.0 |
| Nc1cc(=O)[nH]c(=O)n1Cc1ccco1 | 1.5% | 4.5% | 1.1% | -2.9% | 15.4% | 1.2% | 734 | -4.4% | -0.4% | -0.8 |
| COc1cc(/C=C/C(=O)c2ccc3c(c2)OCO3)cc(Cl)c1O | -102.4% | · | · | · | · | 1.4% | · | 31.5% | -0.7% | · |
| CCOc1cc2[nH]c(=S)n(CCC(=O)NCc3ccc(OC)cc3)c(=O)c2cc1OCC | 9.6% | -5.6% | -6.2% | -0.5% | 4.4% | 2.5% | · | 13.8% | -6.9% | · |
| CCCc1nnc2n1N=C(c1ccc(OC)c(OC)c1)CS2 | 21.0% | 24.0% | -1.7% | 1.1% | 21.4% | 10.4% | 691 | 25.7% | -5.9% | 12.7 |
| COC(=O)c1ccc(NC(=O)C(=O)N2CCN(C(=S)Nc3cccc(C)c3C)CC2)cc1 | 8.5% | -2.9% | 2.3% | -4.2% | -4.3% | 17.6% | 587 | 4.6% | -6.1% | 1.7 |
| CCCCOc1ccc(-c2cnc3ccccc3n2)cc1 | -103.6% | -11.6% | -5.3% | 3.2% | -0.6% | 2.6% | 587 | 3.3% | 0.9% | 6.7 |
| COc1ccc(S(=O)(=O)N(CC(=O)NCc2ccncc2)c2ccc(C)cc2)cc1OC | 19.8% | · | · | · | · | 1.9% | 780 | 33.0% | -4.0% | -18.4 |
| CCN(CC)c1ccc(C2CC(=O)Nc3cc(OC)c(OC)cc32)cc1 (stereo not drawn) | -9.5% | 10.0% | -8.6% | 2.0% | 4.0% | 1.5% | 779 | -2.5% | 1.7% | 21.3 |
| Cc1cccc(-n2c(=O)[nH]c3c(C(N)=O)nc(C(C)C)nc32)c1 | 16.6% | 2.6% | -2.4% | 0.0% | -1.9% | 7.0% | 730 | 22.5% | 3.0% | -1.0 |
| Cc1cc(C)cc(NCc2cc3c(cc2[N+](=O)[O-])OCO3)c1 | 21.0% | -5.9% | -6.8% | -0.7% | 11.8% | -4.1% | · | -10.3% | -9.7% | · |
| COc1ccc(CCNC(=O)C(C)OC(=O)c2nsc(Cl)c2Cl)cc1OC (stereo not drawn) | 3.2% | · | · | · | · | 2.3% | 788 | 1.3% | -9.5% | -3.0 |
| CS(=O)(=O)N(Cc1ccc(Cl)cc1)c1ccc(C(=O)NCCSc2ccccn2)cc1 | 10.3% | 8.6% | -7.1% | -1.1% | -2.0% | -3.6% | 616 | -4.6% | -5.9% | -6.0 |
